hIAP block: blocks human intestinal alkaline phosphatase. P09923. purified IAP, CDP-Star luminescence, 30 min. inhibition, % at 10 µM. 330,000 compounds, 0.12% hits;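 active = inhibition reaching a set limit with compound at 10 µM in the primary screen, cut at about 35% in these data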;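 note: plate controls were DMSO wells with enzyme for no effect and no-enzyme buffer wells for full effect; values of inactives mirror those of a sister screen read the other way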
Target sequence (P09923 whole entry, looked up): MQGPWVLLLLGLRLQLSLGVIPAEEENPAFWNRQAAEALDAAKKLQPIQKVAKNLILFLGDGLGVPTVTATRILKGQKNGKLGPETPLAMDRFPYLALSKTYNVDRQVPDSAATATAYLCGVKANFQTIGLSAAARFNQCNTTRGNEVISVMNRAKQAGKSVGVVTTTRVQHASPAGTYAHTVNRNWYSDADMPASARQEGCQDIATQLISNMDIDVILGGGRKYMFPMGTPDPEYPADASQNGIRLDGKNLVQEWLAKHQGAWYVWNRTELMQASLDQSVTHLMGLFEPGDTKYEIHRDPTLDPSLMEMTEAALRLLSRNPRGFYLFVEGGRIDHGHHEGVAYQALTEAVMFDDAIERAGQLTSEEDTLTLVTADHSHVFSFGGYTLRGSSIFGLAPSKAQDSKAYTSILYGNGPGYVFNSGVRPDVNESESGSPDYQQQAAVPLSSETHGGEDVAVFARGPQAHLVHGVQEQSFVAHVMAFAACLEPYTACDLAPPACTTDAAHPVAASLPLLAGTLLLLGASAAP
mIAP act: mouse IAP activation | 330,000 compounds, 0.24% hits | activation factor at 10 µM | muIAP, CDP-Star luminescence, 30 min; stronger effect = higher value; 1 = vehicle-only enzyme signal, 0 = enzyme-free wells | AID 2805;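 active = activation factor of at least 2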; note: the source names both 10 and 20 µM as test concentration; values of inactives mirror those of a sister screen read the other way
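Assay system: mouse IAP enzyme; reagent: chemiluminescent substrate CDP-Star; dosing: test compounds delivered from DMSO solution; schedule: 30 min at room temperature; measured by: luminescence from enzymatic CDP-Star hydrolysis; controls: DMSO-only wells and no-enzyme negative control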
A3A deaminase: blocks human APOBEC3A ssDNA deamination | P31941 | recombinant A3A, FAM/TAMRA ssDNA deamination fluorescence | inhibition, % at 20 µM | 330,000 compounds, 0.41% hits | AID 493011;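 active = at least 40% inhibition at 20 µM here, with at most 30% in a related deaminase screen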;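 note: plate controls were A3A with DMSO for no effect and wells lacking A3A enzyme for full effect; some results filed as inactive read as strong as hits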
MIN6 prolif: inducers of beta-cell replication in MIN6 cells. proliferation, % at 10 µM. MIN6 cells proliferation, ATPlite luminescence, 48 h; cells starved in 0.2% serum; 100% = growth in 10% serum. 330,000 compounds, 0.29% hits;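 active = compounds whose signal lies at least 3.5 SD above the mean of all wells on their plate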;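 note: 0% = DMSO-treated cells in low-serum medium and 100% = 10% serum control; some compounds called inactive have numbers as strong as hits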
hIAP act: increases human intestinal alkaline phosphatase activity; P09923; purified human IAP, CDP-Star luminescence, 30 min; stronger effect = higher value; 1 = vehicle-only enzyme, 0 = enzyme-free background; activation factor at 10 µM; 330,000 compounds, 0.16% hits; AID 2524;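 active = activation factor of the enzyme at least 2-fold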; note: the source names both 10 and 20 µM as test concentration; values of inactives mirror those of a sister screen read the other way
mIAP inh: mouse IAP inhibition; AID 2806; purified mouse IAP, CDP-Star luminescence, 30 min; inhibition, % at 10 µM; 330,000 compounds, 0.2% hits;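 active = inhibition of at least 40% at 10 µM in the primary screen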;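 note: plate controls were DMSO with enzyme for no effect and no enzyme wells for full effect; values of inactives mirror those of a sister screen read the other way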
MPTP inh: inhibitors of mitochondrial permeability transition pore. isolated mouse mitochondria, Ca2+ swelling absorbance, 30 min. inhibition, % at 10 µM. 360,000 compounds, 1.4% hits. AID 602449;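 active = inhibition of 50% or more, scaled per plate between neutral and stimulator controls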;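 note: 0% = DMSO wells given calcium and 100% = 1 mM EGTA wells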
NR3A LBD binder: modulates the human NR3A ligand-binding domain | NR3A LBD differential scanning fluorimetry, Tm shift; 0% = protein alone, 100% = glycine-bound protein | Tm shift relative to glycine control, % at 25 µM | 340,000 compounds, 2.5% hits | AID 1259313;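 active = melting temperature shift of at least 10% of the positive control shift, at one fixed dose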
APOBEC3G inh: APOBEC3G (human) deaminase inhibition | Q9HC16 | recombinant A3G, ssDNA deamination FAM/TAMRA fluorescence | inhibition, % at 20 µM | 330,000 compounds, 0.28% hits;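 active = inhibition of at least 40% at 20 µM, with no more than 30% in the related APOBEC3A deaminase screen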;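 note: plate controls were DMSO wells with A3G for no effect and wells lacking A3G enzyme for full effect; some compounds called inactive have numbers as strong as hits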
Target sequence (Q9HC16 whole entry, looked up): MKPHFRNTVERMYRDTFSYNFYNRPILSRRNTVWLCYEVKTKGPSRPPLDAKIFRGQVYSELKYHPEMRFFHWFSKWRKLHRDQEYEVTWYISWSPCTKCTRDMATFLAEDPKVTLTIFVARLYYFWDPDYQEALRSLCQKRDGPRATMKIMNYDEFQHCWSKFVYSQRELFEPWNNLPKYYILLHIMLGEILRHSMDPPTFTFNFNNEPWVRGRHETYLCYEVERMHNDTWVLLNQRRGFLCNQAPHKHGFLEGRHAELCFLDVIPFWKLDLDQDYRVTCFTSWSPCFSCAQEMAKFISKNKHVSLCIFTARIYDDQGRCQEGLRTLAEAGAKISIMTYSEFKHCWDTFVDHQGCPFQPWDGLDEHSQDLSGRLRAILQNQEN
Numbers without * were called inactive; nt = no result given.

SMILES	hIAP block	mIAP act	A3A deaminase	MIN6 prolif	hIAP act	mIAP inh	MPTP inh	NR3A LBD binder	APOBEC3G inh
COc1ccccc1C(=O)Nc1ccnn1C1CCN(Cc2ccn[nH]2)CC1	4	0.98	1	-2	0.96	2	-2.3	1	-6
O=C(Nn1c(-c2ccc(Br)cc2)nc2ccccc2c1=O)c1ccncc1	14	0.94	-2	5	0.86	6	-0.2	0	-7
O=C(Nc1c2c(nn1-c1cccc(Cl)c1)CS(=O)(=O)C2)c1ccc2c(c1)OCO2	2	0.99	-5	-1	0.98	1	-1.3	0	-9
Cc1nn(-c2ccc([N+](=O)[O-])cc2)c2c1C(c1ccc(OC(F)F)cc1)N1C(=N2)C(=O)Nc2ccccc21 (centres undefined)	3	0.89	0	-7	0.97	11	-1.1	4	-9
COc1ccc(/C=C(/C#N)C(=O)Nc2cccnc2)cc1OC	2	1	-3	0	0.98	-2	3.8	-1	-6
CC(=O)Nc1ccc(NC(=O)CSc2nnc(COc3ccccc3C)n2CC2CCCO2)cc1 (centres undefined)	-4	1	-2	2	1	0	0.4	-2	1
COc1cccc2cc(C(=O)Nc3cc(Cl)ccc3N3CCOCC3)c(=O)oc12	2	0.93	-8	-3	0.98	7	1.5	2	4
O=C(c1ccccc1-n1cccn1)N1CCc2c([nH]c3ccccc23)C1c1ccccn1 (centres undefined)	13	0.98	-1	-3	0.87	2	-1.8	0	-3
Cc1nn(-c2ccccc2)c(N2CCCC2)c1/C=N/NC(=S)Nc1ccccc1C(F)(F)F	-13	0.89	-4	-2	1.1	11	4.6	-18	-6
COc1ccc(C(=O)N2CCSCC2)cc1OC1CCN(C(C)=O)CC1	13	0.96	-5	1	0.87	4	-0.9	1	-8
C=CCOc1cccc(CNCc2cccnc2)c1	-4	0.91	-5	-3	1	9	1.0	-1	2
COc1ccc(CNS(=O)(=O)c2ccc(N3CCCC3)cc2Br)cc1	nt	0.95	2	nt	nt	5	1.3	-2	5
CCN(C(=O)COC(=O)c1ccc(O)cc1)c1cccc2ccccc12	-7	1.1	-1	-3	1.1	-7	0.8	-4	0
O=C(Nc1ccc2c(c1)OCCO2)c1cc2sccc2n1Cc1ccc(F)cc1	5	1.2	-3	-3	0.95	-17	-1.1	-1	-10
O=C(CSc1nnc(NC(=O)c2ccc(S(=O)(=O)N3CCOCC3)cc2)s1)Nc1ccccc1C(F)(F)F	87*	1	0	0	0.13	-4	-0.2	-2	-1
CC(C)NC(=O)N1CCCN(c2nc3ccc(Cl)cc3s2)CC1	-7	1.1	-2	-3	1.1	-6	5.0	0	-8
CCn1c(COc2ccccc2C)nc2ccccc21	-7	1	2	2	1.1	-5	-3.8	0	-1
CN(C)S(=O)(=O)Oc1cccc(C(=O)Nc2ccccc2Cl)c1	-2	1	0	-4	1	0	1.7	1	0
COc1ccc(S[C@@H](CCN2CC[C@H](NC(=O)OCc3ccccc3)CCC2=O)c2ccccc2)cc1	6	1.2	-2	-6	0.94	-20	0.4	-3	-10
CCc1cccc(OCCCCN(CC)CC)c1	-3	0.98	-2	0	1	2	1.1	-2	-3
Cc1ccn2c(=O)c(C(=O)NCCCN3CCCCC3C)c(O)nc2c1 (centres undefined)	-4	0.99	-4	-1	1	1	1.9	-3	-4
COc1cccc(CNC(=S)NC2CC2)c1	-8	0.95	-3	-2	1.1	5	-0.2	1	-6
CCCCCN1CC(=O)N2[C@@H](Cc3c([nH]c4ccccc34)C2(C)C)C1=O	6	1	2	-2	0.94	-3	0.8	2	0
N#Cc1ccc(CSc2nnc(NC(=O)C3CC(=O)N(c4ccc5c(c4)OCCO5)C3)s2)cc1 (centres undefined)	-29	0.95	22	-4	1.3	5	-1.4	-4	14
CCOC(=O)N/N=C\c1cccc(OC)c1OC/C=C/c1ccccc1	2	1	-6	0	0.98	-3	1.6	-1	-11

17 entries from above in a different format.
Value order – hIAP block	mIAP act	A3A deaminase	MIN6 prolif	hIAP act	mIAP inh	MPTP inh	NR3A LBD binder	APOBEC3G inh
- Cc1nn(-c2ccc([N+](=O)[O-])cc2)c2c1C(c1ccc(OC(F)F)cc1)N1C(=N2)C(=O)Nc2ccccc21 (centres undefined)
    3	0.89	0	-7	0.97	11	-1.1	4	-9
- COc1ccc(/C=C(/C#N)C(=O)Nc2cccnc2)cc1OC
    2	1	-3	0	0.98	-2	3.8	-1	-6
- CC(=O)Nc1ccc(NC(=O)CSc2nnc(COc3ccccc3C)n2CC2CCCO2)cc1 (centres undefined)
    -4	1	-2	2	1	0	0.4	-2	1
- COc1cccc2cc(C(=O)Nc3cc(Cl)ccc3N3CCOCC3)c(=O)oc12
    2	0.93	-8	-3	0.98	7	1.5	2	4
- O=C(c1ccccc1-n1cccn1)N1CCc2c([nH]c3ccccc23)C1c1ccccn1 (centres undefined)
    13	0.98	-1	-3	0.87	2	-1.8	0	-3
- Cc1nn(-c2ccccc2)c(N2CCCC2)c1/C=N/NC(=S)Nc1ccccc1C(F)(F)F
    -13	0.89	-4	-2	1.1	11	4.6	-18	-6
- COc1ccc(C(=O)N2CCSCC2)cc1OC1CCN(C(C)=O)CC1
    13	0.96	-5	1	0.87	4	-0.9	1	-8
- C=CCOc1cccc(CNCc2cccnc2)c1
    -4	0.91	-5	-3	1	9	1.0	-1	2
- COc1ccc(CNS(=O)(=O)c2ccc(N3CCCC3)cc2Br)cc1
    nt	0.95	2	nt	nt	5	1.3	-2	5
- CCN(C(=O)COC(=O)c1ccc(O)cc1)c1cccc2ccccc12
    -7	1.1	-1	-3	1.1	-7	0.8	-4	0
- O=C(Nc1ccc2c(c1)OCCO2)c1cc2sccc2n1Cc1ccc(F)cc1
    5	1.2	-3	-3	0.95	-17	-1.1	-1	-10
- O=C(CSc1nnc(NC(=O)c2ccc(S(=O)(=O)N3CCOCC3)cc2)s1)Nc1ccccc1C(F)(F)F
    87*	1	0	0	0.13	-4	-0.2	-2	-1
- CC(C)NC(=O)N1CCCN(c2nc3ccc(Cl)cc3s2)CC1
    -7	1.1	-2	-3	1.1	-6	5.0	0	-8
- CCn1c(COc2ccccc2C)nc2ccccc21
    -7	1	2	2	1.1	-5	-3.8	0	-1
- CN(C)S(=O)(=O)Oc1cccc(C(=O)Nc2ccccc2Cl)c1
    -2	1	0	-4	1	0	1.7	1	0
- COc1ccc(S[C@@H](CCN2CC[C@H](NC(=O)OCc3ccccc3)CCC2=O)c2ccccc2)cc1
    6	1.2	-2	-6	0.94	-20	0.4	-3	-10
- CCc1cccc(OCCCCN(CC)CC)c1
    -3	0.98	-2	0	1	2	1.1	-2	-3

For convenience, two of the compounds above:
SMILES	hIAP block	mIAP act	A3A deaminase	MIN6 prolif	hIAP act	mIAP inh	MPTP inh	NR3A LBD binder	APOBEC3G inh
N#Cc1ccc(CSc2nnc(NC(=O)C3CC(=O)N(c4ccc5c(c4)OCCO5)C3)s2)cc1 (centres undefined)	-29	0.95	22	-4	1.3	5	-1.4	-4	14
CCOC(=O)N/N=C\c1cccc(OC)c1OC/C=C/c1ccccc1	2	1	-6	0	0.98	-3	1.6	-1	-11

More results.
SMILES	hIAP block	mIAP act	A3A deaminase	MIN6 prolif	hIAP act	mIAP inh	MPTP inh	NR3A LBD binder	APOBEC3G inh
O=[N+]([O-])c1nn(-c2ccc(Cl)cc2)n(O)c1=NCc1ccccc1	13	0.97	8	-6	0.87	3	2.7	-1	-5
COc1cccc(C(=O)N(CN2CCCC2=O)c2cc(C)on2)c1	6	1	2	0	0.94	-5	1.1	-2	-1
Cn1ncc([N+](=O)[O-])c1C(=O)Nc1ccc(-c2nc3ccccc3[nH]2)cc1	-12	1	1	-3	1.1	-2	-1.6	nt	-4
COc1ccc(-c2nn(C)c(=O)c3ccccc23)cc1NC(=O)Cn1nc(-c2ccccc2)c2ccccc2c1=O	-2	0.92	-6	-3	1	8	1.8	-1	-8
COc1ccc(S(=O)(=O)Nc2ccc3c(c2)OCO3)cc1	-1	1.1	1	1	1	-13	2.3	1	-4
COc1ccccc1N1CCN(C2CCCN(C(=O)c3oc(C)cc3C)C2)CC1 (centres undefined)	-4	0.95	-2	1	1	4	0.4	-1	-6
CCc1c(O)nc(SC2CC(=O)N(c3ccc(F)c(Cl)c3)C2=O)[nH]c1=O (centres undefined)	-6	1.1	0	-1	1.1	-7	0.1	0	-7
O=C(NCCNc1ccc([N+](=O)[O-])cc1)c1cc(F)c(F)cc1Cl	21	0.95	3	-1	0.79	5	8.2	-1	-1
COc1ccc2[nH]cc(C(=O)NCCc3ccccc3)c(=O)c2c1	-3	0.93	-5	-3	1	7	0.5	1	-6
Nc1ccc(CCc2ccc(N)cc2)cc1	12	1.1	-4	0	0.88	-9	3.1	1	-7
O=c1[nH]c(/C(=N\O)c2ccccc2)no1	-11	0.99	-4	-4	1.1	1	-1.7	2	-4
CCN(CC(=O)Nc1ccc(NC(C)=O)cc1)C(=O)CCCOc1ccc(C(C)(C)C)cc1	12	1.1	22	-3	0.88	-12	-0.2	-4	-3
O=C(COc1ccc(S(=O)(=O)NC2CCCCC2)cc1)NC1CC1	12	1	-4	3	0.88	0	-0.1	6	-1
CC1=N/C(=C\c2ccc(OC(C)C)cc2)C(=O)N1c1ccc(C(=O)O)cc1	-13	0.93	1	-4	1.1	7	0.9	0	-5
CCc1ccc(NC(=O)C2=CC(c3ccc(OC)c(OC)c3)=NS(=O)(=O)N2C)cc1	7	0.94	-1	-6	0.93	6	-0.4	-4	0
COc1cc(C(=O)NCC(c2cccnc2)N2CCN(c3ccccc3)CC2)cc(OC)c1OC (centres undefined)	4	1.2	1	2	0.96	-18	-1.5	-1	-2
O=C(COC(=O)c1ccc(Cl)nc1)Nc1cccnc1Cl	-1	1.1	4	-2	1	-12	-2.8	-2	-3
CCN(CC)S(=O)(=O)c1ccc(NC(=O)Cc2cccs2)cc1	-13	1.1	4	-1	1.1	-7	-0.1	-3	-1
CC(C)NC(=S)N1CCN(C(c2ccccc2)c2ccccc2)CC1	-12	1	-2	-4	1.1	-3	5.0	-36	-3
CNc1snc(C)c1C(=O)OCC(=O)c1ccc(OC)c(F)c1	1	0.92	-5	-6	0.99	8	12	2	-9
CCOC(=O)Cc1csc(NC(=O)C(C)Oc2ccc3c(C)cc(=O)oc3c2)n1 (centres undefined)	-4	1	0	-4	1	-1	-0.8	-1	-6
Cc1ccc(C)c(N2CCN(C(=O)CCc3nc(-c4ccc(F)cc4)no3)CC2)c1	nt	1.1	7	nt	nt	-10	1.1	2	1
Cc1nc(-c2ccccc2)nc2sc(C(=O)c3ccc(F)cc3)c(N)c12	11	0.88	-3	-4	0.89	12	3.0	15*	-12
